Assay outcomes as filed in PubChem BioAssay.
PI4K2A block – inhibitors of human PI4K2A. Q9BTU6. purified PI4K2A, ADP-Glo luminescence, 1 h; hits give low values. activity change, negative = inhibition, % at 76.9 µM. 0.13% of 420,000 active; in the data active = activity change below about -50%; inconclusive = mostly about -30% to -49%;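 note: -100% = wells without enzyme as full effect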
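PI4K2A activity was measured by ADP-Glo luminescence: enzyme (4 ug/mL stock) and phosphatidylinositol (1.2 mM stock) in Tris pH 7.5/MgCl2/EGTA/Triton X-100 buffer were reacted with ATP (300 microM stock) for one hour at ambient temperature.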
BAZ2B inh – inhibitors of human BAZ2B bromodomain | AlphaScreen BAZ2B-H3K14Ac peptide displacement | Potency, µM (doses to about 114 µM), for inactives: top-dose activity change, negative = inhibition, usual class: inhibitors | 4.4% of 360,000 active | AID 504333; note: potency is the fitted concentration of half-maximal effect; % is set by controls: 0 for no effect and ±100 for the full control effect; nearly all actives have a fitted effect of over 60% in size
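AlphaScreen displacement of biotin-H3(5-23)K14Ac peptide (50 nM final) from BAZ2B (50 nM final) in PBS pH 7.4, 0.01% Tween-20; complex preformed 30 min RT, then compounds (top 110 uM) 30 min RT, beads 20 min dark.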
ERG Ets-DNA blk – ERG Ets/DNA interaction inhibition; Potency, µM (doses to about 76.9 µM), for inactives: at the top dose FP activity, negative = inhibition, most hits filed as inhibitors; fluorescence polarization, His-ERG Ets domain / labelled DNA; P11308; 0.028% of 370,000 active; AID 624246; active = well fitted inhibition curve with a large enough effect in the polarisation, with a control signal flat; inconclusive = small, poorly fitted or top-dose-only effect, or effect the other way, or a change in a side signal; inactive = no such curve, though single readings can be large or run the other way; the % refers to the polarisation;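 note: polarization taken with two DNA probes labelled with fluorescein and Texas red; potency is the fitted concentration of half-maximal effect; % of control where 0% means no effect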
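His-tagged ERG Ets domain (1 uM in the protein solution; 300mM KCl, 50mM Tris-HCl, 1mM EDTA, 1mM DTT, pH 7.5) received compound, then a probe mix of 5 nM fluorescein-DNA and 100nM Texas-615-DNA. Fluorescence polarization was read for both dyes.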
JMJD2A Tudor inh – inhibitors of human JMJD2A Tudor domain. O75164. AlphaScreen JMJD2A-Tudor / H3K4me3 peptide binding. Potency, µM (titrated, usually from 114 µM), without a hit: at the top dose activity change, negative = inhibition, hits mostly inhibitors. 4.4% of 390,000 active. AID 504339; note: potency is the fitted concentration of half-maximal effect; % is set by controls: 0 for no effect and ±100 for the full control effect; nearly all actives have a fitted effect of over 50% in size
G9a block – G9a (human) methyltransferase inhibition; Q96KQ7; G9a H3K9 monomethylation, AlphaScreen, 2 h; Potency, µM (top dose mostly 102 µM), for inactives: at the top dose activity, negative = inhibition, most hits filed as inhibitors; 8.8% of 350,000 active; AID 504332; note: potency is the fitted concentration of half-maximal effect; % is set by controls: 0 for no effect and ±100 for the full control effect; nearly all actives have a fitted effect of over 75% in size
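Enzyme 20 nM + cpd, 15 min RT; add b-H3K9 pep 500 nM / SAM 20 uM; 2 h RT; anti-H3K9me1 Ab 0.5 ug/mL + SA donor / anti-rabbit acceptor beads 20 ug/mL each, 10 min; AlphaScreen read.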
HP1b chromo inh – blocks HP1-beta chromodomain binding to methylated histone tails; 0.56% of 390,000 active; AID 540317; Potency, µM (highest dose often 114 µM), for inactives: top-dose activity change, negative = inhibition, most hits filed as inhibitors; AlphaScreen HP1-beta / biotin-H3K9me3 peptide binding; P83916; note: potency is the fitted concentration of half-maximal effect; nearly all actives have a fitted effect of over 70% in size; inactives centre near 23
Target sequence (P83916 whole entry, looked up): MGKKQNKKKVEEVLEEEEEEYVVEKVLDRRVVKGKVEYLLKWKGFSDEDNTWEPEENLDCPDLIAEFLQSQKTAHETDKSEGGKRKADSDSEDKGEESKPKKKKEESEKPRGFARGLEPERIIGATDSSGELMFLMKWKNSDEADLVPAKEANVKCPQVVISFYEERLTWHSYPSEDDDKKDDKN
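Compound inhibition of the preformed complex between 50 nM HP1-beta and 50 nM biotinylated H3K9me3 peptide was read by AlphaScreen. Buffer was PBS pH 7.4 with 0.01% Tween-20. Incubations ran 30 min at room temperature, with 10 ug/mL donor/acceptor beads.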
PGK inhibitor – T. brucei PGK inhibition | 0.043% of 380,000 active | P07378 | Potency, µM (doses to about 57.5 µM), inactives show top-dose activity change, negative = inhibition, usual class: inhibitors | PGK/GAPDH coupled, Kinase-Glo luminescence, 60 min; note: potency is the fitted concentration of half-maximal effect; % is set by controls: 0 for no effect and ±100 for the full control effect; nearly all actives have a fitted effect of over 60% in size
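Recombinant glycosomal PGK reaction used 1,3-bisphosphoglycerate generated in-well by GAPDH (100nM final) in 100mM TEA pH 7.6, 5mM MgCl2, 0.01% Tween-20. After 60 minutes at room temperature, ATP was read by Kinase-Glo Plus luminescence end-point.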
Pin1 inh – blocks the human prolyl isomerase Pin1; 0.009% of 390,000 active; AID 504891; Potency, µM (series often up to 115 µM), for the others: at the top dose activity, negative = inhibition, most hits filed as inhibitors; Pin1 FP peptide displacement, HiFluor488, 10 min; active = well fitted inhibition curve with a large enough effect in the polarisation, with a control signal flat, not every such curve was filed as active; inconclusive = small, poorly fitted or top-dose-only effect, or effect the other way, or a change in a side signal; inactive = no such curve, though single readings can be large or run the other way; the % refers to the polarisation; note: potency is the fitted concentration of half-maximal effect; % is set by controls: 0 for no effect and ±100 for the full control effect
Target sequence (Q13526 whole entry, looked up): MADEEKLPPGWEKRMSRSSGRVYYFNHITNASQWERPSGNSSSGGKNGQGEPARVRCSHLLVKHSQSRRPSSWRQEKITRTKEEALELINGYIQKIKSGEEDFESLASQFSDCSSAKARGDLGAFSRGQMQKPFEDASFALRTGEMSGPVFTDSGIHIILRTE
GLS inh – inhibitors of human glutaminase (GLS) | GLS enzymatic activity, qHTS titration | Potency, µM (top dose mostly 45.5 µM), for the others: top-dose activity change, negative = inhibition, hits mostly inhibitors | 0.21% of 410,000 active; note: potency is the fitted concentration of half-maximal effect; % is set by controls: 0 for no effect and ±100 for the full control effect
Target sequence (O94925 whole entry, looked up): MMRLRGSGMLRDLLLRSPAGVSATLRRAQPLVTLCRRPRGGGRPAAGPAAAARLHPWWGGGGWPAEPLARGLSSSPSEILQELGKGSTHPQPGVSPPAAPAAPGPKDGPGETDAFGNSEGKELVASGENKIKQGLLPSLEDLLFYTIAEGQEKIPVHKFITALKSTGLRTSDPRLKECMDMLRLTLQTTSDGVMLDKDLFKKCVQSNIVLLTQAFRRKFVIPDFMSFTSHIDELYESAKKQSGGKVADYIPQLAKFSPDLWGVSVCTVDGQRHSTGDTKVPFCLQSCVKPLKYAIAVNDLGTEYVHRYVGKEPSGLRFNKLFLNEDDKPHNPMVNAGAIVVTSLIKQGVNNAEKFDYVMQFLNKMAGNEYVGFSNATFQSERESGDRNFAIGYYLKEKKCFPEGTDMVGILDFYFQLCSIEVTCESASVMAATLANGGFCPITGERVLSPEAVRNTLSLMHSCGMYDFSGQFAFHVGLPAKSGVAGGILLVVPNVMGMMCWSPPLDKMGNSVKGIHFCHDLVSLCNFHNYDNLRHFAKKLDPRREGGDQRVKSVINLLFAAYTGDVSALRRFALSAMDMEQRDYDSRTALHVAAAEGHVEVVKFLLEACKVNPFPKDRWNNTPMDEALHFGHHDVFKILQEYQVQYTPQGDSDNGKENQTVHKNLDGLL
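Read-out is an Amplex red fluorescence increase coupled through glutamate oxidase and HRP, measured before and after 30 min room-temperature incubation. hKGA is in 45 mM KH2PO4 (pH 8.2) with 0.02% Tween-20; glutamine added as 1mM solution.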
An asterisk follows results filed as active; i = inactive; ? = inconclusive; / = not tested or not shown; & = joins results of further samples; [ ] = remark or other dose. Unless noted, calls come from the whole dose curve; as a rule, active = well fitted curve in the direction sought with a large enough effect; inconclusive = small, poorly fitted or top-dose-only effect, or another doubt; inactive = no such curve, though single readings can be large; an effect the other way counts as inactive or inconclusive.

SMILES	PI4K2A block	BAZ2B inh	ERG Ets-DNA blk	JMJD2A Tudor inh	G9a block	HP1b chromo inh	PGK inhibitor	Pin1 inh	GLS inh
Nc1nnc(-c2ccccc2[N+](=O)[O-])o1	2	-8%	-2%	3%	-2%	34%	3%	1%	-15%
O=C(CCCN1C(=O)CSc2ncccc21)N1CCN(Cc2ccccc2)CC1	-3	-1%	10%	-6%	35µM*	71%[activator]	i	6%	-3%
COc1cccc(NC(=O)c2ccc(-c3nc(COc4ccc(C)cc4)c(C)o3)cc2)c1	2	-3%	1%	3%	5%[59 µM]	28%	i	-11%	-2%
CCCNC1=C(N(C(C)=O)c2cccc(F)c2)C(=O)c2ccccc2C1=O	-15	-43%	-3%	-25%	4%[59 µM]	-15%	-12%	-3%	-8%
CCOCCCN(C(=O)c1snc(C(N)=O)c1N)C(C(=O)NCCC(C)C)c1ccc(Cl)cc1 (stereo unspecified)	3	7%	2%	-14%	-1%	27%	0%	2%	-1%
O=C(NCCCN1CCCC1=O)Nc1ccc(Cl)cc1Cl	-9	-9%	3%	-13%	32%	26%	-8%	-11%	2%
CCC(C)(C)C(=O)O[C@H]1C[C@@H](C)C=C2C=C[C@H](C)[C@H](CC[C@@H]3C[C@@H](O)CC(=O)O3)[C@H]21	0&0	?	7%	?	21%[12.7 µM]	10%	i	2%	-3%
Cc1cc(C)nc(Oc2ccc(Br)cc2)n1	0	-14%	2%	-2%	8%	31%	5%	2%	1%
CCC(=O)Nc1ccccc1C(=O)N1CCN(Cc2ccccc2)CC1	-1	1%	5%	3%	-23%	14%	-4%	5%	5%
CC1CCCCC1NC(=O)C(=O)NCC1CCCO1 (stereo unspecified)	-18	-2%	-15%	-5%	1%[59 µM]	6%	-6%	4%	2%
COc1ccc(C(=O)Nc2cccc(C)n2)cc1S(=O)(=O)N1CCCc2ccccc21	-22	/	11%	-25%	/	9%	5%	5%	0%
Cc1nc2ccccc2c(=O)n1/N=C/c1ccc(O)cc1O	-4	-9%	-1%	-13%	/	46%[activator]	0%	1%	-1%
Cc1ccsc1C(=O)NCC(C)(C)N1CCOCC1	0	9%	6%	5%	9%[59 µM]	15%	-3%	-1%	3%
Cc1ccccc1OCCn1cnc2cc([N+](=O)[O-])ccc2c1=O	-7	?	-2%	-32%	-33%	2%	i	8%	0%
COCC1CCN(C(=O)c2ccc(OC)c(OC3CCN(C(C)C)CC3)c2)CC1	3	-4%	11%	1%	-6%	20%	2%	-9%	-6%
Cc1ccc(S(=O)(=O)Nc2c(C)nc3nc[nH]n3c2=O)c(C)c1	2	12%	0%	-12%	0%	28%	-6%	2%	18%
CC(C)c1ncc(S(=O)(=O)c2ccc(C(F)(F)F)cn2)c(N)n1	4	2%	-13%	-5%	-8%	54%[activator]	i	-1%	-9%
CCOc1ccc(-c2cc(C(=O)N3CCN(c4cccc(C(F)(F)F)c4)CC3)c3ccccc3n2)cc1	1	-5%	-2%	-16%	-7%[59 µM]	13%	-1%	-1%	6%
COc1ccc(NC(=O)N(C)C[C@H]2Oc3ccc(NC(=O)Cn4cnnn4)cc3C(=O)N([C@H](C)CO)C[C@@H]2C)cc1	-2	/	5%	-22%	/	18%	-4%	-1%	10%
COc1cc(C2c3c([nH]c(=O)[nH]c3=O)Nc3ccc4ccccc4c32)ccc1O (stereo unspecified)	1	?	-8%	?	50µM*	?	?	1%	0%
Cc1ccc(/C=C2\SC(N)=NC2=O)s1	2	-23%	-4%	-15%	?	19%	-6%	?	14%
O=C(O)C1CCN(C(=O)c2csc(-c3ccc4c(c3)CCO4)n2)CC1	-3	-10%	16%	-9%	-19%	83%[activator]	-7%	4%	-3%
O=C(CCc1nc2ccccc2c(=O)[nH]1)N1CCN(C/C=C/c2ccccc2)CC1	-5	-8%	-27%	-7%	-37%[12.7 µM]	32%	-8%	4%	-9%
CC(C)(C)C(=O)COC(=O)c1cccc(NC(=O)c2ccco2)c1	-1	7%	3%	-17%	42%[12.7 µM]	-2%	i	-2%	-20%
COC(=O)c1ccc(NC(=O)C2CCN(c3ncnc4c3nc3n4CCCCC3)CC2)cc1	-8	1%	-3%	-14%	8%[59 µM]	6%	-8%	0%	8%
Next part:
SMILES	PI4K2A block	BAZ2B inh	ERG Ets-DNA blk	JMJD2A Tudor inh	G9a block	HP1b chromo inh	PGK inhibitor	Pin1 inh	GLS inh
C/C(Cn1nnc2ccccc21)=N\OC(=O)c1ccccc1C	5	-5%	-2%	0%	20%[59 µM]	38%	1%	7%	4%
O=C(CC1C(=O)Nc2ccccc2N1CC(=O)N1CCCC1)Nc1ccc(Br)cc1 (stereo unspecified)	-11	2%	-10%	-18%	0.28µM*	28%	i	0%	5%
O=C1COc2ccc(C(=O)COC(=O)CCSc3ccccc3)cc2N1	-3	-13%	-6%	2%	-3%[59 µM]	41%[activator]	0%	17%	-1%
CCCCCNC(=O)C1CCC(Cn2c(=S)[nH]c3ccccc3c2=O)CC1 (stereo unspecified)	11	-10%	1%	0%	107%[activator][59 µM]	45%[activator]	-1%	-2%	7%
CCCCOc1nc(N2CCOCC2)nc(C)c1[N+](=O)[O-]	0	-2%	5%	-1%	18%	27%	-7%	-8%	-14%
CCCCn1nc2cc(C(=O)NC3CCc4ccccc43)ccc2c1OCC (stereo unspecified)	-4	3%	-5%	-15%	-41%[59 µM]	47%[activator]	10%	?	0%
CCc1ccc(N(CC)C(=O)Cn2cnc3sc(C)c(S(=O)(=O)N4CCN(c5ncccn5)CC4)c3c2=O)cc1	4	1%	-6%	-1%	-4%[59 µM]	33%	-1%	-5%	3%
CCOC(=O)C1=NNC(C(=O)c2ccc(Cl)cc2)C1c1ccccc1 (stereo unspecified)	3	-6%	6%	-17%	15%[59 µM]	14%	7%	14%	20%
Cc1cc(C)cc(N(CC(=O)Nc2ccc(-c3nc4ccc(C)cc4s3)cc2)S(C)(=O)=O)c1	2	2%	0%	-8%	13%[59 µM]	15%	-11%	64%[activator]	8%
O=C1OC(Nc2nc3ccccc3s2)c2ccccc21 (stereo unspecified)	3	-12%	-11%	3%	50µM*	52%[activator]	-8%	-8%	5%
O=C(CC(c1cccs1)N1Cc2ccccc2C1=O)Nc1ccc(F)cc1F (stereo unspecified)	1	-6%	-3%	-32%	-2%[59 µM]	25%	i	2%	-14%
NC(=O)Oc1cccc(OC(N)=O)c1	-1	3%	0%	-2%	8%[12.7 µM]	33%	-1%	1%	6%
Cc1cc(F)ccc1S(=O)(=O)Nc1ccccc1C(=O)Nc1ncn[nH]1	1	95%[activator]	-13%	38%[activator]	45%[59 µM]	119%[activator]	-9%	-1%	11%
COC(=O)C(Cc1c[nH]c2ccccc12)NC(=O)C(=O)c1c[nH]c2ccccc12 (stereo unspecified)	1	?	-7%	?	32µM*	-16%	-2%	5%	-2%
COc1cc(C2=CN(Cc3ccccc3)CCC2=O)cc(OC)c1OC	-7	/	1%	-11%	/	47%[activator]	1%	-2%	10%
Cc1cc(C[n+]2ncsc2N)c2ncccc2c1	-2	0%	?	-8%	-28%[12.7 µM]	42%[activator]	-5%	-16%	-4%
CN1CCN(C(=O)c2ccc3c(=O)n(Cc4ccco4)c(=S)[nH]c3c2)CC1	3	-5%	2%	13µM*	45µM*	17%	-2%	4%	-25%
Cn1c(SCC(=O)NCC2CCCO2)nnc1-c1cccc(NC(=O)c2ccccc2F)c1 (stereo unspecified)	3	12%	-13%	-17%	1%	2%	1%	-5%	0%
CC[n+]1ccc(C)c2cc(S(=O)C(F)(F)F)ccc21 (stereo unspecified)	-12	-5%	3%	-29%	?	-11%	-1%	1%	-10%
COc1cc(NC(=O)c2ccc(C)cc2C)ccc1NC(=O)c1cc2ccccc2o1	1	1%	-18%	-26%	-5%	24%	-11%	3%	-6%
Cc1cc(C)cc(COn2ccnc2)c1	0	-16%	3%	2%[57.1 µM]	3%[59 µM]	23%	5%	4%	5%
O=C(c1ccc2c(c1)OCCO2)N1CCCC(CNS(=O)(=O)c2cccs2)C1 (stereo unspecified)	13	-7%	-2%	-13%	/	22%	2%	-4%	1%
CC1(c2ccccc2)NC(=O)N(CC(=O)N(c2ccccc2)C2CCS(=O)(=O)C2)C1=O (stereo unspecified)	1	/	-23%	-6%	/	29%	-3%	1%	-5%
O=C(Nc1cc([N+](=O)[O-])ccc1O)c1cccc(C(=O)Nc2cc([N+](=O)[O-])ccc2O)c1	1	50µM*	1%	?	-12%[59 µM]	-24%	-17%	?	3%
Nc1nc(N)c(S(=O)(=O)c2ccccc2)c(Nc2ccccc2)n1	-3	-24%	6%	-26%	-2%[59 µM]	4%	i	6%	-4%

A different layout for 2 compounds above:
Compound: CCC(C)(C)C(=O)O[C@H]1C[C@@H](C)C=C2C=C[C@H](C)[C@H](CC[C@@H]3C[C@@H](O)CC(=O)O3)[C@H]21
  PI4K2A block: 0&0
  BAZ2B inh: ?
  ERG Ets-DNA blk: 7%
  JMJD2A Tudor inh: ?
  G9a block: 21%[12.7 µM]
  HP1b chromo inh: 10%
  PGK inhibitor: i
  Pin1 inh: 2%
  GLS inh: -3%
Compound: Cc1cc(C)nc(Oc2ccc(Br)cc2)n1
  PI4K2A block: 0
  BAZ2B inh: -14%
  ERG Ets-DNA blk: 2%
  JMJD2A Tudor inh: -2%
  G9a block: 8%
  HP1b chromo inh: 31%
  PGK inhibitor: 5%
  Pin1 inh: 2%
  GLS inh: 1%
